Bioassay records: PubChem, Broad Institute
Xi reactivation: activators of inactive X chromosome reactivation, primary screen, imaging, XiGFP fibroblasts, GFP high-content imaging, set 2 | XiGFP mouse fibroblasts, % GFP-positive cells imaging, 3 d; cells co-treated with 5-aza-dC sensitizer; scaled so ellipticine positive control = 100% | activation, % at 7.58 µM | actives 0.055% (n = 360,000) | AID 743238, 2013;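 active = mean normalized replicate activation at least 10% and every replicate at or above 10%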;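 note: 0% = median of on-plate neutral control wells and 100% = ellipticine 6 µM median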
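System: XiGFP fibroblasts, SV40-immortalized. Medium: DMEM plus 5-aza-dC sensitizer. Doses: single point. Timing: 3 d treatment, 15 min room-temperature fixation. Control set: ellipticine 6 µM.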
esBAF inh: Bmi1 luciferase reporter increase in mESCs, primary screen, esBAF inhibitor project, mouse ES cells, Bmi1 luciferase knock-in, single point; 24 h; 100% = twice the neutral-well signal; reporter increase, % at 12.5 µM; actives 2% (n = 350,000); AID 602393, 2012; in the data active = activation above about 40%;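 note: 0% = median of the plate's neutral control wells and 100% = double that signal; a rise in the Bmi1 reporter signal indicates esBAF inhibition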
FN deposition inh: inhibitors of fibronectin matrix deposition, primary screen, AH1F cells, Alexa488-fibronectin fluorescence, plate reader | AH1F fibroblasts, overnight | inhibition, % at 12.6 µM | actives 0.086% (n = 350,000);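 active = mean inhibition across replicates of 30% or more, regardless of how many single replicates reach that level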;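 note: positive control wells lacked labelled fibronectin entirely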
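Measured by – fluorescence 485/525 nm · System – AH1F fibroblast monolayer, labelled fibronectin deposition · Amount – 10000 cells per well · Buffer or medium – serum-reduced DMEM (2% serum) · Doses – single dose, pinned · Also added – fluorescent fibronectin at 24 nM final · Schedule – 1 h cell attachment, overnight exposure to compound and label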
RAD54 branch: inhibitors of human RAD54 branch migration, primary screen, biochemical, fluorescence, single point. RAD54 Holliday junction branch migration, FAM/BHQ fluorescence. inhibition, % at 10.4 µM. AID 602329, 2012. DNA repair and recombination protein RAD54-like (Homo sapiens), Q92698. actives 0.14% (n = 360,000);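 active = mean normalized replicate activity at least 40 and at least half of replicates scoring 40 or more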;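 note: 0% = median of neutral control wells and 100% = median of positive control wells; inhibitors cause a drop in the FAM fluorescence signal; in these data hits start at about 50%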
RAD52 anneal inh: RAD52 DNA annealing inhibitors, primary screen, biochemical, FRET, single point, set 2 | DNA repair protein RAD52 homolog (Homo sapiens), P43351 | recombinant RAD52 DNA annealing, FRET fluorescence | inhibition, % at 18.7 µM | actives 0.46% (n = 360,000) | AID 651710, 2012;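 active = every replicate showing at least 50% inhibition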
E-selectin induc: E-selectin induction in HUVECs, primary screen, imaging, HUVEC, immunofluorescence imaging, single point; P16581; normalized: neutral wells 0, TNF-alpha wells 100; activation, % at 7.58 µM; actives 0.37% (n = 260,000);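 active = mean E-selectin-positive cell signal at least 10% of the positive control, reached in at least 60% of replicates, without over 20% cell loss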;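 note: in these data hits start at about 27%; measured in HUVEC primary endothelial cells; signal is the percent of cells scored E-selectin positive by PE staining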
Target sequence (P16581 whole entry, looked up): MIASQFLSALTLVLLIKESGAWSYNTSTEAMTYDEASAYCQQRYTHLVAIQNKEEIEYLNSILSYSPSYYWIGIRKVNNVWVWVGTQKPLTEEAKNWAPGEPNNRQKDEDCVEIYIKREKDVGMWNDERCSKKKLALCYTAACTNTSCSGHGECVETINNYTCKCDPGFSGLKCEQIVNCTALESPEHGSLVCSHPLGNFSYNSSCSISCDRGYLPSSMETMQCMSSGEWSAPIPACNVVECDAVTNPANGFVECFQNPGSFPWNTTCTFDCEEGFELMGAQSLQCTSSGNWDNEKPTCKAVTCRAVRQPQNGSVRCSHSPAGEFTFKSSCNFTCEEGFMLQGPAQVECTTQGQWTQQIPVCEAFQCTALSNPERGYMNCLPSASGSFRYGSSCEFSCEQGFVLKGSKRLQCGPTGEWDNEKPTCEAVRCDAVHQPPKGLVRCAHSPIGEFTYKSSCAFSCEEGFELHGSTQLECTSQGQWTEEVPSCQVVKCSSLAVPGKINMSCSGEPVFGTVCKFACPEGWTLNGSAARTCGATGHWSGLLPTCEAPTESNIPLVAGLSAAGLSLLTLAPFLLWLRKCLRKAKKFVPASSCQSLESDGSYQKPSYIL
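Assay system: HUVEC primary endothelial cells. Input: 3,000 HUVEC seeded per well. Doses: one compound dose added by pin transfer. Read-out basis: % PE-positive cells. Benchmarks: TNF-alpha high, DMSO low. Detection: immunofluorescence imaging. Buffer or medium: EGM-2, gelatin.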
EWS-Fli block: EWS/Fli-driven NR0B1 reporter inhibitors, primary screen, A673 cells, NR0B1 luciferase, luminescence, MLPCN library | actives 0.67% (n = 350,000) | viability-normalised | inhibition, % at 12.6 µM;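 active = mean inhibition of at least 50% after viability correction, with every replicate also passing that limit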;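 note: firefly luciferase signal divided by Alamar Blue viability fluorescence both relative to DMSO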
S100A4 MyoIIA: inhibitors of S100A4-myosin IIA peptide binding, primary screen, biochemical, fluorescence polarization, TAMRA-MyoIIA peptide; actives 0.14% (n = 360,000); inhibition, % at 10.7 µM; AID 652163, 2013;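 active = mean inhibition of at least 70% across replicates, with every replicate also reaching that level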
Target sequence (P26447 whole entry, looked up): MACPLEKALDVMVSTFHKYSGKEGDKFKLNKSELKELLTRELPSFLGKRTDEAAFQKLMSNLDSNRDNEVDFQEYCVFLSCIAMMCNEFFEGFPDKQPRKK
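Material: S100A4 monomer (human). Medium: Calcium-containing HEPES buffer, pH 7.2. Probe or stimulus: labelled myosin peptide probe, 5 nM. Compound dosing: one concentration per compound. Timing: polarization read 5 min after assay mix addition, stable 5–60 min. Benchmarks: DMSO as neutral control, TFP as positive control.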
Numbers without * were called inactive; . = no result given; & = joins results of further samples. Rows were taken by chance; about 3% have a hit in one of these screens.

SMILES	Xi reactivation	esBAF inh	FN deposition inh	RAD54 branch	RAD52 anneal inh	E-selectin induc	EWS-Fli block	S100A4 MyoIIA
CC(=O)N1CC(=O)N(OCc2ccccc2)C1c1ccc(Cl)cc1Cl (configuration not stated)	.	8	.	.	-1	.	-11	1
CCOc1cccc(-c2c(C(=O)N/N=C/c3ccc(C)o3)nnn2-c2nonc2N)c1	0.0	-2	6	-2	-15	3.6	-4	1
O=C(COC(=O)C1COc2ccccc2O1)c1ccc(F)cc1 (configuration not stated)	0.2	-7	2	1	-3	1.0	-2	44
CCC(=O)NC[C@H]1[C@@H](c2ccc(-c3ccc(F)cc3)cc2)[C@@H](CO)N1C(=O)CC	0.3	.	1	.	-1	0.1	.	-4
CC1CCN(C(=O)COC(=O)c2ccc(Cl)nc2)CC1	-0.1	9	5	7	-14	.	3	6
CC1(C(=O)Nc2ccc3c(c2)OCCO3)CCN1C(=O)Cc1cc(F)ccc1F (configuration not stated)	0.0	-3	1	9	-1	0.1	14	1
O=C(NCCc1ccccc1)c1ccc(NC(=O)C2CCCC2)cc1	0.0	35	8	12	-15	0.0	-36	23
COc1cccc(-c2nc(CS(=O)CC(=O)NCc3ccc(F)cc3)c(C)o2)c1 (configuration not stated)	0.1	1	0	3	-10	.	.	0
Cc1cc(Cl)ccc1OC(C)C(=O)OCC(=O)Nc1ccc2[nH]c(=O)[nH]c2c1 (configuration not stated)	2.3	-12	-3	2	-40	-0.2	-4	-2
CCc1nc(Nc2ccc(O)cc2)c2oc3ccccc3c2n1	0.0	.	4	.	17	-0.5	7	-2
CC(C)COP(=O)(c1ccc(N(C)C)cc1)C(Nc1ccccc1)c1cccnc1 (configuration not stated)	-0.4	-2	4	-8	-1	-2.8	8	-6
CC(C)C1C(c2ccccc2)N(C)C(c2ccccc2)CC1(O)c1ccccc1 (configuration not stated)	.	-1	.	-5	-9	.	15	-4
C[C@@H]1CCCCO[C@@H](CN(C)Cc2ccc(C(F)(F)F)cc2)[C@@H](C)CN([C@@H](C)CO)C(=O)c2cc(NC(=O)CCCN(C)C)ccc2O1	-1.2	-11	.	17	33	1.0	5	17
CN1CCN/C1=C(/C(Cl)=C(Cl)Cl)[N+](=O)[O-]	0.1	-7	0	.	-12	-0.8	2	1
C[C@H](CO)N1C[C@H](C)[C@H](CN(C)C(=O)NC2CCCCC2)Oc2ccc(NC(=O)CCC(F)(F)F)cc2C1=O	0.5	-4	.	1	-1	5.1	-3	-2
C[C@@H]1CN([C@@H](C)CO)S(=O)(=O)c2ccc(C#Cc3cccnc3)cc2O[C@H]1CN(C)C(=O)CN(C)C	0.3	2	2	1	4	0.1	-6	-5
COc1ccc(C(=O)Nc2ccc(N3CCCCCC3)cc2)cc1S(=O)(=O)N1CCOCC1	-0.1	15	1	.	-14	.	14	1
CCn1cc(C(=O)O)c(=O)c2cc(F)c(N3CCN(C(=S)NC(=O)c4ccc(F)c(F)c4)CC3)cc21	0.0	.	7	.	-6	.	2	-2
COc1cccc(NC(=O)Nc2ccc(CC(=O)O)cc2)c1	0.0	-4	-6	.	-4	.	-5	5
CCCCN(C)C(=O)c1sc(=O)n(CC(=O)c2ccccc2OC)c1C	-0.1	-10	-7	5	-21	.	-3	3
C=C1CCC[C@]2(C)C[C@H]3OC(=O)C(CN(C)CC(OC)OC)[C@H]3CC12 (some centres not stated)	-0.1	-1	1	-7	-2	.	9	0
Cc1ccc(-c2csc(NS(=O)(=O)c3cccc(F)c3)n2)o1	-0.1	1	0	-4	-75	-0.3	-3	-4
C[C@H](CO)N1C[C@H](C)[C@H](CN(C)C(=O)NC2CCCCC2)OCCCC[C@H](C)Oc2ccc(NS(C)(=O)=O)cc2C1=O	0.0	4	-15	0	.	.	0	.
O=C(NCCc1ccccc1)c1ccc(CS(=O)(=O)c2ccc(Cl)cc2)o1	0.1	.	8	.	-13	4.5	-5	10
COc1cccc(S(=O)(=O)N(C)C[C@@H]2Oc3ncc(C#CCN(C)C)cc3C(=O)N([C@H](C)CO)C[C@H]2C)c1	0.1&0.0	4&7&0	1	-4&7&-10	0&-1&3	-1.6&-0.1	-3&-1&-1	-5&-10&4

New compounds follow
SMILES	Xi reactivation	esBAF inh	FN deposition inh	RAD54 branch	RAD52 anneal inh	E-selectin induc	EWS-Fli block	S100A4 MyoIIA
O=C(COc1ccccc1)Nc1ccc([N+](=O)[O-])cc1	0.3	.	2	3	10	0.8	.	-4
O=C(NNC(=S)NCc1ccc(Cl)cc1)c1cccnc1	0.0	-3	.	-8	1	0.1	7	-2
C[C@H](CO)N1C[C@H](C)[C@@H](CN(C)C(=O)Nc2ccc3c(c2)OCCO3)OCc2cn(nn2)CCCC1=O	0.2&0.0	22&31	-4&-4	9	-15&3	0.1&0.5	-47&-42&-6	-13&1
CCCCCCCCN1C(=O)[C@H](CC(=O)N2CCCCC2)C[C@@]2(C(=O)OC)CCCCC=C12	0.2	.	13	.	-11	-0.4	3	-5
O=C(C=Cc1ccccc1)NCCNC(=O)C=Cc1ccccc1	-0.1	.	5	.	-5	0.1	-5	-3
CC(C)NC(=O)Nc1ccc2c(c1)C(=O)N(C)[C@@H]1CC[C@@H](CC(=O)NC3CCCCC3)O[C@@H]1CO2	0.0	0	0	-3	.	0.0	6	.
Cc1ccc(C)c(NC(=O)CN2C(=O)NC(C)(c3ccc4c(c3)OCCO4)C2=O)c1 (configuration not stated)	0.2	-3	-4	0	6	-0.8	-4	-2
COC(=O)c1ccc(NC(=O)Cn2nc(C(=O)Nc3ccc(C)cc3)ccc2=O)cc1	0.1	-2	-4	-3	-3	.	-4	-2
O=C(Cn1cc(COC(=O)c2c3ccccc3cc3ccccc23)nn1)c1ccc(O)cc1	0.9	.	-1	.	0	1.1	-9	-3
O=C(Nc1ccc(F)cc1)N1CC(=O)N2[C@H](CO)[C@@H](c3ccc(C#Cc4ccc(F)cc4)cc3)[C@H]2C1	0.2	.	1	.	-26	-0.1	-7	0
COc1cc(C)ccc1OCC(=O)Nc1nnc(C2CC2)s1	0.1	15	-4	-7	-15	.	-15	-2
CCCN1CCCCC(NC(=O)COCc2ccccc2)C1=O (configuration not stated)	0.3	.	1	.	-24	2.0	-4	4
CCN(c1ccccc1)S(=O)(=O)c1ccc(OC)c(NC(=O)Cn2cnc3c2c(=O)n(C)c(=O)n3C)c1	0.0	4	.	8	-24	.	12	-2
C[C@@H]1CN([C@H](C)CO)S(=O)(=O)c2ccc(-c3cncnc3)cc2O[C@H]1CN(C)C(=O)C1CCC1	-0.1	-1	.	-2	5	1.1	-8	8
C[C@@H]1CN([C@@H](C)CO)C(=O)c2cc(C#CC3CC3)cnc2O[C@@H]1CN(C)C(=O)Nc1ccccc1	-0.1	2	.	7	-1	0.2	1	-4
CC1N(C)c2cc(NC(=O)c3cccs3)c(P(=O)(Nc3ccc([N+](=O)[O-])cc3)N3CCOCC3)cc2C1(C)C (configuration not stated)	0.2	.	6	.	9	3.0	-11	-16
CC(C)CC(=O)Nc1ccc(S(=O)(=O)N2CCCC2)cc1	0.0	-4	-11	6	19	.	3	-2
C[C@@H]1CN([C@@H](C)CO)C(=O)c2cccc(NC(=O)C3CC3)c2O[C@@H]1CN(C)Cc1ccc2c(c1)OCO2	0.0	-2	.	10	0	-0.7	2	-9
Cc1ccc(-c2cc(C(F)F)n3ncc(C(=O)NN4CCCCC4)c3n2)cc1	0.0	.	-3	.	-10	0.0	-5	-2
COc1ccccc1-c1oc2ccccc2c1C#CC1(O)CCCCC1	0.0	-1	-5	-1	-164	.	-9	-4
CNc1ccccc(-c2ccc3cc4c(cc3n2)OCO4)c1=O	-0.1	35	9	-12	-22	.	-20	-6
O=C(C[C@H]1CC[C@@H]2[C@H](COC[C@H](O)CN2S(=O)(=O)c2ccc(F)cc2)O1)NCCN1CCCCC1	0.1	2	8	-3	0	0.0	6	11
CCC(=O)N1[C@H](CN(CC)C(C)=O)[C@@H](c2ccc(-c3ccccc3)cc2)[C@@H]1CO	0.1	2	.	2	.	-0.5	-6	.
O=C(NCc1ccccc1)[C@@H]1CCCN1C(=O)[C@H]1CCCN1C(=O)c1ccccc1Cl	0.0	.	-1	.	-6	0.1	-1	1
CN1CCN(C(=O)C[C@H]2CC[C@H]3[C@@H](COc4ccc(NC(=O)c5ccc(F)c(F)c5)cc4C(=O)N3C)O2)CC1	0.4	-4	-6	5	-6	-0.1	4	-20

Later entries
SMILES	Xi reactivation	esBAF inh	FN deposition inh	RAD54 branch	RAD52 anneal inh	E-selectin induc	EWS-Fli block	S100A4 MyoIIA
COc1ccc(CN([C@H](C)CO)S(=O)(=O)N(Cc2ccccc2)[C@H](CO)C(C)C)cc1	0.0	-7	-6	7	-14	-0.3	3	-1
CC(C)(C)n1nc2c(c1NC(=O)c1cc([N+](=O)[O-])ccc1Cl)CS(=O)(=O)C2	0.2	-2	0	1	4	.	.	-1
CCc1nnc(NC(=O)c2cc(S(=O)(=O)N(CC)CC)ccc2Cl)s1	.	-3	.	5	-14	.	1	5
COc1ccc(NC(=O)Cc2csc(NC(=O)Nc3ccccc3OC)n2)cc1	0.1	-3	-23	3	-13	-0.1	5	-15
Cc1cccc(NC(=S)Nc2cccc3ccccc23)c1	0.0	35	-4	-7	-19	0.0	.	0
COC(=O)c1cc(OC)c(OC)cc1NC(=O)CC1CCCCC1	.	-1	.	-9	-8	.	13	4
CS(=O)(=O)c1ccc(-n2c(=O)n(Cc3ccccc3)c(=O)c3[nH]cnc32)cc1	0.0	0	1	6	-20	-0.2	5	-6
Cc1ccc(NC(=O)CSc2nc(=O)n(CCN3CCOCC3)c3c2CCCC3)cc1	0.1	.	3	.	-7	2.9	-1	7
CC(=O)c1ccc(S(=O)(=O)NCCC(=O)OCC(=O)N(Cc2ccccc2)C(C)(C)C)cc1	0.0	8	-15	1	-11	-1.1	-2	0
COc1cc(/C=N\NC(=O)c2ccc(-c3ccccc3)cc2)cc(Br)c1O	-0.1	.	-13	9	0	24	.	-1
Cc1cccc(/C=N/NC(=O)CC(=O)NCCc2ccccc2)c1	0.0	2	1	-3	-11	.	-3	1
Cn1c(SCc2ccccc2)nccc1=O	0.0	2	-2	1	-9	0.1	0	0
